MBD2 DNA inh: blocks human MBD2 binding to methylated DNA | Q9UBB5 | actives 0.31% (n = 370,000) | TR-FRET, MBD2 binding to methylated oligonucleotide | AID 686964 | inhibition, % at 4.4 µM; in the data active = inhibition above about 13%
PLCg1 inh: blocks human PLC-gamma1 enzyme activity | purified PLC-gamma1, fluorogenic substrate, fluorescence | inhibition, % at 12.2 µM | actives 0.84% (n = 370,000); in the data active = inhibition above about 9.5%
PLCb3 inh: PLC-beta3 (human) inhibition, primary screen; AID 720704; Purified PLC-beta3, fluorogenic substrate, fluorescence; actives 0.18% (n = 370,000); inhibition, % at 12.2 µM; in the data active = inhibition above about 11%;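 note: 0% = median of compound wells on plate and 100% = full blocker control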
Target sequence (Q01970 whole entry, looked up): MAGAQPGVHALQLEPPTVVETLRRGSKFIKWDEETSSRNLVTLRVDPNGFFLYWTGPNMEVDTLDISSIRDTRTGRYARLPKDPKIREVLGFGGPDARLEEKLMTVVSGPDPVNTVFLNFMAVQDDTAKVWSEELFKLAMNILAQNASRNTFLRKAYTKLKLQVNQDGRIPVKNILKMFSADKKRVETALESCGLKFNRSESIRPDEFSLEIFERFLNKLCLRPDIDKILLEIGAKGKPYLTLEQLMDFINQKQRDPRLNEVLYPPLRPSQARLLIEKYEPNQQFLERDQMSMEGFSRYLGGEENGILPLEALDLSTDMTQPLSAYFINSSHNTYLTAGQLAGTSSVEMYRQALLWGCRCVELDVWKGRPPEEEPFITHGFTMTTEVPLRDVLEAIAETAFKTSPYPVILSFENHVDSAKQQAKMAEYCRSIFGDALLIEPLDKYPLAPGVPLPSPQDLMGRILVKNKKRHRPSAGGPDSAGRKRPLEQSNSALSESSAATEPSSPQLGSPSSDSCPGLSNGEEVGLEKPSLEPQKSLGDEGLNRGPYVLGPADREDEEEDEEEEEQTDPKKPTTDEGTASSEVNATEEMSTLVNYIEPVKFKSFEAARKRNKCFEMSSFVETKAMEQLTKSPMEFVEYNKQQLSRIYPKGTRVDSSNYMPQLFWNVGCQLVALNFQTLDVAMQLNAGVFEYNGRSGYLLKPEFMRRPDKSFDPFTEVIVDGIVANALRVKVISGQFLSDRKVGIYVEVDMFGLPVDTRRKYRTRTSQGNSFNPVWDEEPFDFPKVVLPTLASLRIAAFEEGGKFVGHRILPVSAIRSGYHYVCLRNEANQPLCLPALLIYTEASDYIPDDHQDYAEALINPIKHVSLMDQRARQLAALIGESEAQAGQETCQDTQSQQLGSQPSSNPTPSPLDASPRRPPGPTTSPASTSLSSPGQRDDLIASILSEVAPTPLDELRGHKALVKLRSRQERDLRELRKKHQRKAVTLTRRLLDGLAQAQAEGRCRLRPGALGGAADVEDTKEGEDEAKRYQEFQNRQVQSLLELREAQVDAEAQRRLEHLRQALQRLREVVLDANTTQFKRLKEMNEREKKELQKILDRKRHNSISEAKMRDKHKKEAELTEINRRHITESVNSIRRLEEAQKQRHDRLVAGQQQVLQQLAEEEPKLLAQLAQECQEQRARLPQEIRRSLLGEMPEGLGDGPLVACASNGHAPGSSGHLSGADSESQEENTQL
hgDAF12 agonist: hgDAF-12 agonism, primary luciferase screen; HEK293 GAL4-hgDAF12 UAS-luciferase reporter, agonist luminescence; normalized to butyrate control; activation, % at 6.8 µM; actives 1.8% (n = 370,000); AID 687014;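 active = activation above a cutoff set at the mean of all screened compounds plus 3 SD, cut at about 10% in these data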;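 note: 0% = DMSO wells and 100% = sodium butyrate wells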
ssDAF-12 act: S. stercoralis DAF-12 activation, primary screen | HEK293 ssDAF-12/GRIP1 lit1-tk-luc reporter, luminescence; % of 3 µM dafachronic acid response | activation, % at 6.8 µM | actives 1% (n = 370,000);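 active = activation above the mean over all tested compounds plus 3 SD, cut at about 0.9% in these data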;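 note: 0% = DMSO-only wells and 100% = 3 µM delta7-dafachronic acid wells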
ADAM17 inh: inhibits human ADAM17 | recombinant ADAM17, EDANS/DABCYL FRET peptide cleavage | actives 0.83% (n = 370,000) | inhibition, % at 6.95 µM | P78536;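 active = inhibition above the mean of compounds lying between control limits plus 3 SD, set per campaign, cut at about 8.5% in these data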;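 note: 0% = DMSO-only wells as the low control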
DAX1 inh-1: DAX1 (NR0B1) inhibition, primary screen | AID 652010 | actives 1.1% (n = 370,000) | HEK293T StAR-luciferase reporter, SF-1/DAX-1 repression relief | inhibition, % at 6.8 µM;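 active = inhibition above the mean over all tested compounds plus 3 SD, cut at about 3.6% in these data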;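 note: 0% = DAX-1 cells with DMSO and 100% = cells lacking DAX-1 with DMSO; higher inhibition means more luminescence from relief of DAX-1 repression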
SMARCA2 activ: increases SMARCA2 function in MMTV reporter cells; activation, % at 9.1 µM; actives 1% (n = 370,000); MG213 cells, MMTV-luciferase reporter, dexamethasone, overnight; AID 652017; in the data active = activation above about 7.8%;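 note: 0% = vehicle wells and 100% = reference activator wells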
hcDAF-12 act: activators of H. contortus DAF-12 nuclear receptor | HEK293 hcDAF-12 lit1-tk-luc reporter, luminescence; 0% DMSO, 100% Δ7-dafachronic acid | activation, % at 6.8 µM | actives 1.4% (n = 370,000) | AID 652067;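 active = activation above the mean of all tested compounds plus 3 SD, cut at about 5.5% in these data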;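 note: 100% = response to 3 µM Δ7-dafachronic acid high control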
NR1D1 modulator: Rev-erb alpha (human) modulation | P20393 | Rev-erbα–FITC-DNA binding, fluorescence polarization, 90 min | activity, % at 10 µM | actives 0.79% (n = 370,000) | AID 1259318;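 active = activity above about 14%, limit read from the data; passing the limit was not always enough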;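 note: 0% = DMSO wells with 35 nM protein and 100% = DMSO wells with 750 nM protein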
DAX1 inh-2: NR0B1 (DAX1) inhibition. AID 504766. inhibition, % at 6.75 µM. P51843. HEK293 Gal4-DAX1 luciferase reporter, luminescence. actives 0.99% (n = 340,000);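 active = inhibition above the mean over all tested compounds plus 3 SD, cut at about 4.2% in these data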;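 note: 0% = DAX1-transfected cells with DMSO and 100% = empty-vector control cells with DMSO; inhibition shows as a rise in luminescence from relieved DAX1 repression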
* marks the source's active call; other numbers are inactive results; i = inactive; . = not tested or not shown.

SMILES	MBD2 DNA inh	PLCg1 inh	PLCb3 inh	hgDAF12 agonist	ssDAF-12 act	ADAM17 inh	DAX1 inh-1	SMARCA2 activ	hcDAF-12 act	NR1D1 modulator	DAX1 inh-2
COC(=O)c1cccc(NC(=O)/C=C/c2cccc([N+](=O)[O-])c2)c1	-4	0	5	-0.5	-0.9	-2	0.3	-2	-1.3	-3	-0.7
CC1CCCC(C)N1C(=O)CSc1nc2ccccc2c(=O)[nH]1 (stereo not given)	-2	3	-3	5.6	-2.0	-4	1.4	3	1.2	2	-0.8
COc1ccc(CCNc2nc(-c3sc(C)nc3C)cs2)cc1OC	2	5	0	0.2	-1.6	-3	-0.9	-3	-0.9	1	0.7
COC(=O)C1CN(C2CCCC2)CCS(=O)(=O)N1Cc1ccc(F)cc1 (stereo not given)	3	2	2	3.0	-1.6	-3	-0.6	0	-1.5	-6	.
Cc1cc(NC(=O)c2ccc(Cl)cc2)n(CCOC(=O)c2ccc(Cl)cc2)n1	-1	0	3	0.2	-0.5	3	-0.4	-2	-0.2	2	-1.6
CC1CCCCC1NC(=O)CN1c2cccc3cccc(c23)S1(=O)=O (stereo not given)	1	-149	-160	-1.6	-1.2	-35	-1.3	-2	-0.2	3	-0.3
O=C1CC(c2ccccc2)NC(=S)N1 (stereo not given)	-4	5	2	1.2	-1.7	-5	1.0	-3	-0.1	-7	0.6
CCOC(=O)c1cc(-c2ccc(OC)cc2)nc2c1c(C)nn2CCC(N)=S	6	i	i	-0.5	-1.8	-55	-0.9	-1	-3.0	-6	0.1
COc1ccc(OCC(=O)OCC(=O)NC2CC2)cc1	-1	6	3	1.9	-0.7	-1	-0.2	-2	-0.7	0	0.1
O=C(CCN1C(=O)/C(=C/c2ccccc2Cl)SC1=S)N1CCCC1	5	0	-10	2.9	-0.7	-1	0.2	-1	0.5	0	0.3
Cc1ccc(NC(=O)c2ccc(S(=O)(=O)N3CCCCC3)cc2)cc1	0	5	9	0.7	-1.1	7	-0.5	-5	-1.1	2	-1.1
Cc1ccc(C(=O)OCC(=O)N2CCC(Cc3ccccc3)CC2)cc1N	-1	4	-2	2.0	-1.0	-4	-0.2	4	-1.0	-3	-0.3
COC(=O)[C@]1(C)N[C@H](CN(C)C(=O)c2ccc(F)cc2)[C@@H]2C(=O)N(Cc3ccccc3)C(=O)[C@@H]21	-4	3	2	-0.5	-0.6	0	0.4	3	-1.5	4	1.8
O=C(CSc1nnc(-c2ccccc2)n1-c1ccc(Cl)cc1)c1ccccc1Br	1	-2	-2	-1.1	-0.7	5	-1.0	2	-2.3	-5	.
COc1ccc(OCC(=O)Nc2ccc3c(c2)nc(CCn2ccccc2=O)n3C)cc1	4	-2	-4	-0.8	-1.0	-4	-0.3	-4	0.4	2	0.8
CCc1nnc(NC(=O)CSCc2cc(=O)n3nc(C)sc3n2)s1	-1	-1	-7	1.8	-1.2	-1	-0.2	-3	-1.6	5	1.2
CC(C)NC[C@H](O)c1ccc(O)c(O)c1	-2	0	1	1.0	-1.2	-8	1.6	0	-5.6	2	0.5
Cc1ccccc1OCC(=O)N/N=C/c1cn(Cc2ccccc2)c2ccccc12	4	-1	0	5.7	-0.8	-2	0.1	-1	2.8	1	-0.7
CCSc1nc(COC(=O)NC)c(COC(=O)NC)n1C	1	1	3	-2.3	-1.2	-2	-0.6	-4	-0.9	3	1.7
O=C(CCCCCNC(=O)c1ccccc1Cl)N/N=C/c1ccco1	2	-3	1	0.0	-1.1	0	0.5	1	-1.2	-4	-0.4
COc1ccc(NC(=O)c2ccccc2NC(=O)c2ccccc2)cc1	4	-1	-7	3.7	-1.2	-4	-1.0	2	1.2	2	-1.8
COc1ccc(CNC(=O)[C@@H](Cc2ccccc2)NC(=O)[C@H]2O[C@@H](n3ccc(=O)[nH]c3=O)[C@H](O)[C@@H]2O)cc1	4	0	2	0.2	-0.8	-3	-0.4	2	-1.8	0	.
CCOc1ccccc1-n1c(=O)c2ccccc2c2ccccc2c1=O	0	-1	-2	6.0	-0.3	-2	0.1	-2	-4.2	1	0.0
CC(C)NC(=S)NCc1cccs1	-6	4	-2	-1.6	-1.4	2	-0.5	4	0.1	3	-0.2
COc1ccc([C@@H]2CC(=O)[C@@H]3CN(S(=O)(=O)c4ccc(C)cc4)[C@H](c4cccc(Cl)c4)C[C@@H]3N2S(=O)(=O)c2ccccc2)cc1	-7	-3	2	-1.6	-1.1	4	-1.9	-3	-1.3	-3	.
CCOC(=O)C1=C(COC(=O)c2ccc(Br)o2)NC(=O)NC1C (stereo not given)	2	-1	-3	1.4	-1.1	0	0.6	0	-1.6	-3	-0.2
CCCC1CCC2(CCCN2CCOC(=S)Nc2ccccc2Cl)CC1 (stereo not given)	-1	1	2	-3.0	-1.3	-1	.	.	-1.5	-4	.
CCCNC(=O)CN1C(=O)COc2ccc(S(=O)(=O)N3CCCCCC3)cc21	2	2	-2	2.3	-0.9	-1	-0.3	-2	-0.8	4	1.1
COC(=O)c1c(NC(C)=O)sc(C(=O)N2CCOCC2)c1C	-3	-1	-6	-0.2	-0.8	-1	0.7	0	0.3	-5	2.6
COCCn1c(=NC(=O)c2cc(-c3cccs3)nc3ccccc23)sc2cc(S(N)(=O)=O)ccc21	4	i	i	-0.9	-1.7	-95	-1.2	-4	-4.2	3	-2.5
COc1cc(C=O)c(Cl)cc1OCC(N)=O	-2	-8	-11	2.7	-1.5	-9	0.6	-1	-1.2	0	0.6
CCOc1ccc(N2C(=O)Nc3ccccc3C2(O)C(=O)NCc2ccc(F)cc2)cc1 (stereo not given)	-9	1	-3	-2.1	-2.2	0	0.8	-1	-0.2	-3	0.3
COc1ccc(CCNC(=O)COC(=O)/C=C/c2ccc3c(c2)OCO3)cc1	-1	-5	-6	-2.3	-0.9	-7	0.0	2	1.7	2	1.4
CC1CN(S(=O)(=O)c2ccc(C(=O)Nc3ccc(S(=O)(=O)Nc4ncccn4)cc3)cc2)CC(C)O1 (stereo not given)	1	-2	0	-0.3	-1.5	2	-0.5	-4	-1.5	1	-0.2
Cc1ccc(NS(=O)(=O)c2c(C)[nH]c(C)c2C(=O)N2CCCCC2)cc1C	-2	0	-7	-1.2	-1.5	0	-0.3	-2	-2.6	-7	0.5
CC(=O)c1cc2c(cc1NC(=O)c1c(-c3ccccc3)noc1C)OCO2	0	-7	-7	-1.2	-0.5	-6	0.5	0	0.4	4	0.9
O=C1c2ccccc2C(=O)N1Cc1ccco1	-10	4	4	-3.1	-1.2	2	0.4	-1	-0.5	1	0.7
O=Cc1cccn1Cc1ccccc1[N+](=O)[O-]	-3	-2	2	-3.3	-1.4	-5	-0.3	-2	-1.7	5	-0.6
CCCCNS(=O)(=O)c1ccc2nc(SCC(=O)Nc3ccccc3)[nH]c2c1	8	9	9	-3.4	-0.9	9.1*	-1.3	-7	-1.2	-2	0.2
CS(=O)(=O)N(CC(=O)N1CCCCC1)c1cccc(F)c1	1	5	3	-1.8	-0.7	1	-0.1	-3	-1.3	1	0.7
CCOC(=O)[C@H]1NN=C(C(=O)OC)[C@@H]1c1ccccc1	-1	1	-1	-0.3	-0.9	0	-0.2	-4	-0.2	2	1.5
COc1cc(C(O)c2nc(-c3cccc(C#N)c3)cs2)ccc1F (stereo not given)	-2	0	2	2.6	-1.2	1	-2.4	-2	0.3	-3	.
CCOC(=O)c1ccc(N2C(=O)C(C)=C(C)C2=O)cc1	2	5	0	2.7	-1.0	0	0.5	2	0.9	-5	1.2
CCC1SC(CC)C(=O)N(CC(=O)NCc2ccc(F)cc2)C1=O (stereo not given)	1	1	-5	-2.1	-1.8	-2	-0.3	-4	0.9	-3	0.3
CSCCC(NS(=O)(=O)c1ccc(Cl)c(Cl)c1)C(=O)O (stereo not given)	5	3	-2	1.7	-0.4	4	0.0	-5	-0.1	2	1.6
Cc1cc(C)n2nc(S(=O)(=O)Nc3c(Cl)cccc3Cl)nc2n1	-2	1	3	5.7	-0.6	-5	-0.5	-3	-0.5	-1	-1.2
O=C(Nc1ccccc1)Nc1ccccc1C(=O)NCCCN1CCOCC1	2	-4	-8	0.6	-0.4	-6	-0.2	1	-0.2	0	1.9
CC(CNC1CCCCC1)OC(=O)c1ccc([N+](=O)[O-])cc1 (stereo not given)	-3	2	0	-1.1	-0.8	-5	-0.8	-3	0.3	-7	-0.2
CC(C)N(Cc1ccccc1)C(=O)c1cnc2n(c1=O)CCS2	0	0	1	-0.1	-1.1	-3	0.4	5	-0.1	3	0.0
CC(=O)C(C)Sc1nnc(-c2ccccc2F)n1C1CC1 (stereo not given)	-2	-1	-4	-1.6	-1.1	-2	-0.2	-3	-2.9	-5	0.1

An excerpt from above in order of heavy-atom count, highest first.
SMILES	MBD2 DNA inh	PLCg1 inh	PLCb3 inh	hgDAF12 agonist	ssDAF-12 act	ADAM17 inh	DAX1 inh-1	SMARCA2 activ	hcDAF-12 act	NR1D1 modulator	DAX1 inh-2
CC(CNC1CCCCC1)OC(=O)c1ccc([N+](=O)[O-])cc1 (stereo not given)	-3	2	0	-1.1	-0.8	-5	-0.8	-3	0.3	-7	-0.2
CC(=O)C(C)Sc1nnc(-c2ccccc2F)n1C1CC1 (stereo not given)	-2	-1	-4	-1.6	-1.1	-2	-0.2	-3	-2.9	-5	0.1
CSCCC(NS(=O)(=O)c1ccc(Cl)c(Cl)c1)C(=O)O (stereo not given)	5	3	-2	1.7	-0.4	4	0.0	-5	-0.1	2	1.6

The list goes on:
SMILES	MBD2 DNA inh	PLCg1 inh	PLCb3 inh	hgDAF12 agonist	ssDAF-12 act	ADAM17 inh	DAX1 inh-1	SMARCA2 activ	hcDAF-12 act	NR1D1 modulator	DAX1 inh-2
COc1ccc(Cl)cc1C(=O)OCC(=O)Nc1sccc1C(N)=O	2	-2	-5	-5.1	-1.5	-3	-0.8	-4	-1.2	13	-1.6
N#CCCN(Cc1ccccc1)C(c1ccnc2ccccc12)c1nnnn1-c1ccc2c(c1)OCCO2 (stereo not given)	1	7	3	-1.1	-0.7	8	2.0	-6	-0.6	3	.
CCCCCN(C(=O)CN1CCC(Cc2ccccc2)CC1)c1c(N)n(CCCC)c(=O)[nH]c1=O	-5	2	-1	-1.5	-1.2	4	0.9	-1	-0.1	-1	0.5
Cc1ccc(C(=O)NCCOc2cccc3cccnc23)cc1Cl	-3	-11	-14	-0.8	-1.0	-5	0.6	-1	-0.3	2	-1.7
CS(=O)(=O)N1CCc2cc(C(=O)Nc3cccc([N+](=O)[O-])c3)ccc21	4	4	-6	1.7	-1.6	-5	0.0	1	-0.9	1	-0.4
O=C(N/N=C/c1cc([N+](=O)[O-])ccc1O)C12CC3CC(CC(C3)C1)C2	0	1	2	0.2	-1.5	-6	-0.2	-4	-1.5	-8	4.2*
COc1ccc(-c2cccc(NS(=O)(=O)c3cc([N+](=O)[O-])c(C)c([N+](=O)[O-])c3)c2)nn1	-2	-4	-7	1.0	-1.0	0	0.0	-1	-1.0	-5	0.5
CSc1ccc(-c2c(C#N)c(N)nc3c2CCCC3)cc1	-5	-59	-1	-0.7	-1.3	0	0.4	3	-0.3	15	2.3
Nn1cnnc1N/N=C\c1ccc(-c2ccccc2[N+](=O)[O-])o1	-3	-23	-32	-4.9	-0.3	-1	-1.6	3	3.1	-1	-3.3
Cc1oc(C(C)(C)C)cc1C(=O)N1CCN(c2ccc(C(F)(F)F)cn2)CC1	9	2	-1	-3.6	-2.0	-10	0.2	-5	0.9	-7	-0.8

No enrichment for hits; overall some 7.4% were active at least once.
